Screening results from PubChem.
CRE Fsk mod = Cell signaling CRE-BLA (Fsk stim) | AID 662, 2007 | Potency, µM (series often up to 38.2 µM), for the others: top-dose activity change, negative = inhibition, hits mostly activators | hit rate 2.5% among 71,000 | CHO CRE-bla reporter (cAMP response element driving beta-lactamase), forskolin EC10, beta-lactamase ratio; active = well fitted activation curve with a large enough effect in the signal ratio, with a control signal flat, not every such curve was filed as active; inconclusive = small, poorly fitted or top-dose-only effect, or effect the other way, or a change in a side signal; the % refers to the signal ratio; note: potency is the fitted concentration of half-maximal effect; % of control where 0% means no effect
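CHO CRE-bla cells, overnight plating in Opti-MEM with 0.5% dialyzed FBS; cpd titration + EC10 NKH 477, 3 h 37 °C; CCF4 2 h RT; ex 405/em 460 vs 530 ratio → %Activity, AC50.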
BRCT PPI green = qHTS Assay for Inhibitors of BRCT-Phosphoprotein Interaction (Green Fluorophore); Breast cancer type 1 susceptibility protein (Homo sapiens), P38398; BRCA1 BRCT-phosphopeptide binding, green fluorescence polarization; Potency, µM (doses to about 76.9 µM), for inactives: at the highest dose activity change, negative = inhibition, most hits filed as inhibitors; hit rate 0.05% among 75,000;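 note: potency is the fitted concentration of half-maximal effect; plate controls were peptide without protein for full effect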
Target sequence (P38398 whole entry, looked up): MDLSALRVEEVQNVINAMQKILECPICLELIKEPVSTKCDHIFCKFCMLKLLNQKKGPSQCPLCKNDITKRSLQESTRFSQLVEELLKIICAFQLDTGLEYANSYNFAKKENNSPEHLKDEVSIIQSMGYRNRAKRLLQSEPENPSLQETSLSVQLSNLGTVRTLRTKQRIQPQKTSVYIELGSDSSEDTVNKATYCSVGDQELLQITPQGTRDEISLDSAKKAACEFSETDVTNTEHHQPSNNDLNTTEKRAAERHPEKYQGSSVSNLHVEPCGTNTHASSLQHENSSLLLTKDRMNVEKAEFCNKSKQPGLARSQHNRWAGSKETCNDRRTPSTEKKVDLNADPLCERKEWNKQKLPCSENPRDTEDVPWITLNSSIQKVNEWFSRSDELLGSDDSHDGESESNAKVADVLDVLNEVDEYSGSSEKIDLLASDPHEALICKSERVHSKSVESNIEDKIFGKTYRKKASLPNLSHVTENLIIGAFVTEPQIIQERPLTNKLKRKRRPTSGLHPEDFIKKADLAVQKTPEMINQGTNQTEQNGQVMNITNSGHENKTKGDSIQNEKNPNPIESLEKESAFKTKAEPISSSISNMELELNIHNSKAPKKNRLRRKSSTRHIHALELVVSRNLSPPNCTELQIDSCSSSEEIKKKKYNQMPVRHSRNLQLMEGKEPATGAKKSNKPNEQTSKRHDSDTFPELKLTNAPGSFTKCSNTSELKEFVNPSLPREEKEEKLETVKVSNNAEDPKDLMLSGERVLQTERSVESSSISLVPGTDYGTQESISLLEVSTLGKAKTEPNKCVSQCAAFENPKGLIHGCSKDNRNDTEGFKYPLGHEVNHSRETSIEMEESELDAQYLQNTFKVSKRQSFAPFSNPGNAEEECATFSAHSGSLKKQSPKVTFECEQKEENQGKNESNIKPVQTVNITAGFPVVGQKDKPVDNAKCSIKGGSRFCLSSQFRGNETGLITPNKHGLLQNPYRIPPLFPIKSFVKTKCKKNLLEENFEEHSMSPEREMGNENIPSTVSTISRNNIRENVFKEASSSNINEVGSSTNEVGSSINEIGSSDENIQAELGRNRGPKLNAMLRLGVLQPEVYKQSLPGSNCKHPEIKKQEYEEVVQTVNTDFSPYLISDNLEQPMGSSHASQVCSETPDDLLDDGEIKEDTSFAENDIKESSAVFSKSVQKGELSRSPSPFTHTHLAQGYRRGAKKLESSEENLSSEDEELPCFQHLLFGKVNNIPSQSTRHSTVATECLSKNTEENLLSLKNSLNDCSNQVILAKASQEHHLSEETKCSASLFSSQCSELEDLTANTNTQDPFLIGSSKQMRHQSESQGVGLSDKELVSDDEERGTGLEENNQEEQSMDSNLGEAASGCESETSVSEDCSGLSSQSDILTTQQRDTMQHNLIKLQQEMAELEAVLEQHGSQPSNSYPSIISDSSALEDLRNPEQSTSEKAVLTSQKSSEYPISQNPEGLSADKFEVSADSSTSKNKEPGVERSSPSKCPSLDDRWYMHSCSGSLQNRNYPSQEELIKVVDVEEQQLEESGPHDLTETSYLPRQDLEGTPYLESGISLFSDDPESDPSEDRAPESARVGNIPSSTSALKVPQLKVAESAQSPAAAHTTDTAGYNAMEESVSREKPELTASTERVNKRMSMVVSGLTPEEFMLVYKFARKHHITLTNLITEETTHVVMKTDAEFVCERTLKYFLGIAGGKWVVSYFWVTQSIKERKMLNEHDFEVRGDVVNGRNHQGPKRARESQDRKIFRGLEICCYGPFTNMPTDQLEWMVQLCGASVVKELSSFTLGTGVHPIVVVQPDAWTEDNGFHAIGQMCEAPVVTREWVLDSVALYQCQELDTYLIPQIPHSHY
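Fluorescence polarization: His-tagged BRCT (~35 kDa BRCA1 C-terminus, 250 nM) bound to 100 nM fluorescein-labeled phosphorylated 10-aa BACH1 peptide, pH 7.3 phosphate buffer with DTT and Tween 20. Compounds incubated 12 min at room temperature; inhibition read as lowered polarization.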
ERK AVP inh = qHTS Assay for Inhibitors of the ERK Signaling Pathway using a Homogeneous Screening Assay; HEK293-V1b, vasopressin-stimulated pERK AlphaScreen; Potency, µM (series often up to 57.5 µM), without a hit: at the top dose activity, negative = inhibition, most hits filed as inhibitors; hit rate 0.99% among 72,000; note: potency is the fitted concentration of half-maximal effect; % is set by controls: 0 for no effect and ±100 for the full control effect; nearly all actives have a fitted effect of over 55% in size
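V1b-HEK293 cells; cpd 30 min 37C; 25 nM vasopressin 5 min; lyse 10 min; AlphaScreen beads 5 hr RT. Normalized to DMSO basal and 25 nM vasopressin; AC50 by Hill fit.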
Casp1 inh = qHTS Assay for Allosteric/Competitive Inhibitors of Caspase-1; P29466; Caspase-1 enzyme, Ac-WEHD-AFC fluorogenic rate; Potency, µM (titrated, usually from 57.5 µM), inactives show top-dose activity change, negative = inhibition, usual class: inhibitors; hit rate 0.03% among 75,000;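 note: potency is the fitted concentration of half-maximal effect; plate controls were vehicle for no effect and no substrate for full effect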
Caspase-7 inhib = qHTS Assay for Allosteric/Competitive Inhibitors of Caspase-7; Potency, µM (highest dose often 57.5 µM), for the others: top-dose activity change, negative = inhibition, hits mostly inhibitors; recombinant caspase-7, Ac-DEVD-AFC fluorescence rate; hit rate 0.02% among 75,000; P55210; active = well fitted inhibition curve with a large enough effect in the main read-out, with a control signal flat, not every such curve was filed as active; inconclusive = small, poorly fitted or top-dose-only effect, or a change in a side signal; note: potency is the fitted concentration of half-maximal effect; % of control where 0% means no effect
A350 fluor = qHTS Assay for Spectroscopic Profiling in A350 Spectral Region; Compound autofluorescence, 340/450 nm, Alexa 350 dye-equivalents; hits give high values; max dye-equivalent concentration, M; hit rate 11% among 59,000; in the data active = max dye-equivalent concentration above about 10 nM; inconclusive = mostly about 1.1 nM to 9.6 nM
USP2a inhib = qHTS Assay for Inhibitors of Ubiquitin-specific Protease USP2a. Potency, µM (top dose mostly 38.3 µM), for the others: at the top dose activity change, negative = inhibition, most hits filed as inhibitors. Ubiquitin carboxyl-terminal hydrolase 2 (Homo sapiens), O75604. USP2a enzymatic assay, qHTS inhibition. hit rate 0.1% among 60,000. AID 927, 2007;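 note: potency is the fitted concentration of half-maximal effect; nearly all actives have a fitted effect of over 60% in size; plate controls were DMSO for no effect and NEM full inhibition control for full effect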
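USP2 core (20 nM final) was preincubated with compound for 30 min at RT in 20 mM Tris-HCl pH 8.0, 2 mM CaCl2, 2 mM beta-mercaptoethanol; Ub-PLA2 (20 nM) plus NBD C6-HPC (20 uM) then added, fluorescence read after 2.5 h.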
FLuc inh = qHTS Assay for Inhibitors of Firefly Luciferase; Potency, µM (highest dose often 57.1 µM), inactives show at the top dose activity change, negative = inhibition, actives largely listed as inhibitors; Luciferin 4-monooxygenase (Photinus pyralis), P08659; purified firefly luciferase, luminescence, 8 min; hit rate 2.2% among 72,000; note: potency is the fitted concentration of half-maximal effect; % is set by controls: 0 for no effect and ±100 for the full control effect; nearly all actives have a fitted effect of over 40% in size
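Here, luciferase activity is measured as luminescence following an 8 min room-temperature reaction at 10 uM ATP, pH 7.2. Every library sample is titrated.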
Tau filament bind = qHTS Assay for Tau Filament Binding; hit rate 2% among 71,000; Potency, µM (doses to about 57.1 µM), for the others: top-dose activity change, negative = inhibition; recombinant tau filaments, thioflavin S fluorescence, 15 h; filaments grown with octadecylsulfate alongside compound;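 note: potency is the fitted concentration of half-maximal effect; % is set by controls: 0 for no effect and ±100 for the full control effect; actives lower thioflavin S fluorescence by blocking filaments or displacing dye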
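Assay mix: 1 uM His-tagged tau, 30 uM sodium octadecylsulfate, thioflavine S dye in HEPES/NaCl/DTT buffer. Compound is added prior to the inducer. Fluorescence after 15 h at 37 C.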
BRCT inh red = qHTS Assay for Inhibitors of BRCT-Phosphoprotein Interaction (Red Fluorophore) | BRCT-phosphopeptide binding, red fluorescence polarization | Potency, µM (titrated, usually from 76.9 µM), inactives show top-dose activity change, negative = inhibition, usual class: inhibitors | hit rate 0.03% among 75,000 | AID 892, 2007; note: % is set by controls: 0 for no effect and ±100 for the full control effect
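Fluorescence polarization: 100 nM His-tagged BRCA1 BRCT with 100 nM TAMRA-labelled phospho-BACH1 decapeptide, phosphate buffer pH 7.3 with 150 mM NaCl, DTT, 0.01% Tween 20; 12 min RT. Binding inhibition seen as FP decrease.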
HEK293 cAMP cs = qHTS Assay for Agonists of the Thyroid Stimulating Hormone Receptor: Activators of Intracellular cAMP Concentrations in Parental HEK 293 | AID 938, 2007 | hit rate 2.5% among 73,000 | parental HEK293 CNG cAMP sensor, membrane potential fluorescence | Potency, µM (series often up to 57.1 µM), without a hit: at the top dose activation, hits mostly activators; note: potency is the fitted concentration of half-maximal effect; % of control where 0% means no effect; nearly all actives have a fitted effect of over 55% in size
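Parental HEK 293 cells stably expressing a modified CNG channel (no TSHR) report cAMP rise as membrane depolarization. Membrane potential dye with 100 uM RO 20-1724 was loaded for 60 min at room temperature, then compound added for 30 min; fluorescence read at 590 nm.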
Numbers without * were called inactive; i = inactive; ? = inconclusive; . = not tested or not shown; [ ] = dose if it differs, or a comment. Unless noted, calls come from the whole dose curve; as a rule, active = well fitted curve in the direction sought with a large enough effect; inconclusive = small, poorly fitted or top-dose-only effect, or another doubt; inactive = no such curve, though single readings can be large; an effect the other way counts as inactive or inconclusive.

Order of values: ERK AVP inh | Tau filament bind | CRE Fsk mod | USP2a inhib | Casp1 inh | A350 fluor | BRCT inh red | Caspase-7 inhib | BRCT PPI green | HEK293 cAMP cs | FLuc inh
1	CCOC(=O)CNC(=O)CSc1nnc(Cn2c(=O)sc3ccccc32)n1-c1ccccc1C
    -22% | 0% | ? | 1% | -4% | i | 0.9% | 2% | 1.5% | 22% | -1%
2	Cc1scc(C(=O)NCc2ccco2)c1-c1ccccc1
    . | . | . | . | -4% | . | 0.5% | -5% | -0.3% | ? | .
3	Cc1onc(-c2ccccc2Cl)c1C(=O)NCCN1CCOCC1
    -2% | 0% | -4% | 1% | -1% | i | -2.0% | 0% | -1.0% | 24% | 0%
4	Cc1ccc(N(C(C)C(=O)Nc2ccc(S(=O)(=O)N3CCOCC3)cc2)S(C)(=O)=O)cc1 (stereo unspecified)
    -22% | -5% | 22% | 31%[activator] | -2% | ? | 0.4% | -1% | -0.8% | -7% | 0%
5	CN1CC(=O)NC1=NC(=O)c1cc(F)c(F)cc1Cl
    2% | -4% | -15% | -7% | 1% | i | 1.0% | -1% | -1.9% | 0% | 3%
6	COc1ccc(NC(=O)N(CCC(C)C)C(C)c2ccccn2)c(OC)c1 (stereo unspecified)
    -14% | -26% | ? | . | -1% | . | -0.2% | -4% | -1.2% | ? | -1%
7	COc1cccc(N2CC(C(=O)Nc3ccc(C(=O)OC(C)C)cc3)CC2=O)c1 (stereo unspecified)
    -26% | -6% | -19% | 32%[activator] | -3% | i | -0.4% | -1% | 1.1% | 1% | 3%
8	CCOC(=O)c1cccc(NC(=O)CSc2nnc(-c3ccoc3C)n2CCOC)c1
    6% | 10% | 2% | 23% | -1% | i | -1.0% | -1% | 2.0% | 11% | -1%
9	COc1ccc(Cl)cc1NC(=O)c1ocnc1C
    -6% | -9% | 21% | 25% | 0% | i | -0.3% | -1% | 1.5% | 12% | 3%
10	CCN(CC)CCOc1cccc(C(C)C)c1
    . | . | . | . | 1% | . | 1.1% | -1% | -0.5% | ? | .
11	O=C(CSc1nncs1)N1c2ccccc2Sc2ccccc21
    21% | -10% | -1% | 33%[activator] | -2% | i | -1.5% | -3% | 2.3% | -17% | -3%
12	CN(C)CC(O)COc1cc2ccccc2cc1C(=O)N1CCCCC1 (stereo unspecified)
    6% | -2% | 12% | 3% | 4% | ? | 0.5% | -1% | 4.4% | 7% | 2%
13	O=c1c2c3c(sc2n(CCN2CCCC2)c(=O)n1Cc1ccco1)CCCCC3
    -29% | 56% | -3% | 28% | -5% | i | -0.7% | -1% | 4.1% | 23% | 2%
14	O=C(c1cc(C2CC2)on1)N1CCOCC1
    -2% | 1% | -7% | . | 2% | . | 0.1% | 1% | -1.2% | 17% | 0%
15	O=C(O)CC(CNS(=O)(=O)c1ccccc1)c1ccccc1 (stereo unspecified)
    . | -3% | -1% | . | -3% | . | 0.1% | 2% | -0.7% | 6% | 0%
16	c1coc(Cn2c(SCc3nc4ccccc4[nH]3)nnc2-c2cnccn2)c1
    -1% | 51% | ? | 39%[activator] | -1% | i | -0.7% | -3% | -0.2% | ? | 4%
17	COc1ccc(-c2nnc3sc(-c4ccccn4)nn23)cc1
    -24% | -6% | 22% | 10% | -8% | ? | -3.3% | -6% | 0.2% | 7% | 1%
18	O=C(c1ccco1)N1CCN(C(=O)c2ccc(COc3ccc(F)cc3)o2)CC1
    -20% | 5% | ? | 0% | -1% | i | 0.4% | -1% | -0.4% | 14% | -2%
19	O=C(c1csnn1)N1CCC2(CC1)CN(Cc1cc(C(F)(F)F)cc(C(F)(F)F)c1)C2
    6% | 4% | -2% | 58%[activator] | -4% | i | 0.6% | -2% | -1.2% | -4% | 0%[11.4 µM]
20	CC(=O)Nc1c(I)c(C(=O)N[C@H]2[C@@H](O)[C@H](O)[C@H](CO)O[C@@H]2O)c(I)c(N(C)C(C)=O)c1I
    1%[25.7 µM] | 7%[25.6 µM] | 0%[17.1 µM] | 0%[17.1 µM] | -2%[25.7 µM] | i | -0.2%[34.4 µM] | -1%[25.7 µM] | -2.0%[34.4 µM] | 1%[25.6 µM] | 4%[25.5 µM]
21	CCN(CC)C(=O)CSc1nc(O)cc(=O)n1CC
    -8% | -6%[11.4 µM] | ? | 5%[7.66 µM] | -1% | . | -0.2% | 1% | -2.2% | 1%[11.4 µM] | 3%
22	CC1CC(C)(C)NCCNC(C)CC(C)(C)NCCN1 (stereo unspecified)
    0% | 15%[11.4 µM] | ? | 0%[7.66 µM] | 1% | . | 0.4% | 2% | -0.4% | -4%[11.4 µM] | 0%
23	COC(=O)c1cc2sc(Cl)cc2n1CC(=O)Nc1ccc(OC)c(OC)c1OC
    ? | 295% | 8% | 51%[activator] | -3% | i | -0.3% | -3% | 0.1% | 20% | -2%
24	CCC(=O)Nc1ccccc1C(=O)N1CCN(Cc2ccccc2)CC1
    -4% | 7% | -1% | 2% | 1% | . | 0.2% | -3% | -1.4% | 4% | 1%
25	Cn1c(=O)c2c(nc(CN3CCN(c4ccccc4F)CC3)n2CCCc2ccccc2)n(C)c1=O
    9% | 13% | 12% | 14% | 1% | i | -2.9% | -2% | -2.8% | ? | 0%
26	COC(=O)C1=C(N)Oc2cc(C)n(CC3CCCO3)c(=O)c2C1c1ccccc1 (stereo unspecified)
    -8% | -8% | ? | 14% | 3% | ? | 0.0% | 0% | -1.9% | 19% | 1%
27	C[C@@H](CN1CCC(Cc2ccccc2)CC1)[C@@H](O)c1ccc(O)cc1
    7% | -13% | ? | . | 1% | . | 1.2% | 0% | -1.1% | 14% | -1%
28	Cc1ccc(N(CC(=O)NCC2CCCO2)S(C)(=O)=O)cc1Cl (stereo unspecified)
    ? | -3% | -8% | 5% | 1% | i | 0.8% | 1% | -3.9% | ? | 1%
29	Nc1c(S(=O)(=O)c2cccc(Cl)c2)c2nc3ccccc3nc2n1CCN1CCOCC1
    -9% | 4% | 13µM* | 2% | 1% | i | -1.2% | -1% | -2.0% | ? | 1%
30	CCOC(=O)c1ccc(N2C(=O)CC(C3CCCO3)C2=O)cc1 (stereo unspecified)
    6% | -7% | 3% | -11% | -2% | . | 0.3% | 1% | -4.5% | 5% | -2%
31	Cc1ccc(NS(=O)(=O)c2cc(C(=O)O)ccc2Cl)cc1C
    . | . | . | . | -1% | . | 0.6% | -1% | -1.2% | 10% | .
32	COc1cccc(Nc2ncccc2C(=O)O)c1
    33%[activator] | 5% | -3% | 0% | -2% | i | -0.3% | 2% | -4.0% | 18% | -4%
33	COc1cccc(-c2cc(=O)c3ccc(OC)cc3o2)c1
    ? | . | . | 32%[activator] | -2% | . | -1.7% | 2% | -1.9% | . | .
34	Cc1ccc2oc3c(c(=O)c2c1)C(c1cccs1)N(CCCN(C)C)C3=O (stereo unspecified)
    . | -21% | -14% | . | -3% | . | -0.1% | -11% | -1.2% | 0% | 2%
35	CCN(CC)CCN1C(=O)C(=O)/C(=C(/O)c2ccncc2)C1c1ccccc1 (stereo unspecified)
    5% | -4% | 1% | 1% | -2% | ? | 0.4% | 0% | -1.5% | 2% | -2%
36	CCN=C1SC(CC(=O)Nc2sc3c(c2C#N)CCCC3)C(=O)N1CC (stereo unspecified)
    1% | 116% | 2% | . | -1% | i | 0.2% | 2% | -0.2% | -2% | 4%

Three entries already listed, sorted by molecular weight, lowest first:
Order of values: ERK AVP inh | Tau filament bind | CRE Fsk mod | USP2a inhib | Casp1 inh | A350 fluor | BRCT inh red | Caspase-7 inhib | BRCT PPI green | HEK293 cAMP cs | FLuc inh
32	COc1cccc(Nc2ncccc2C(=O)O)c1
    33%[activator] | 5% | -3% | 0% | -2% | i | -0.3% | 2% | -4.0% | 18% | -4%
22	CC1CC(C)(C)NCCNC(C)CC(C)(C)NCCN1 (stereo unspecified)
    0% | 15%[11.4 µM] | ? | 0%[7.66 µM] | 1% | . | 0.4% | 2% | -0.4% | -4%[11.4 µM] | 0%
35	CCN(CC)CCN1C(=O)C(=O)/C(=C(/O)c2ccncc2)C1c1ccccc1 (stereo unspecified)
    5% | -4% | 1% | 1% | -2% | ? | 0.4% | 0% | -1.5% | 2% | -2%

Outcome played no part in choosing rows; about 16% have a hit in one of these screens.
